TMEM16A act: activates or potentiates the mouse TMEM16A chloride channel. Q8BHY3. HEK293 TMEM16A/YFP-H148Q/I152L, iodide quench fluorescence; stronger effect = lower value. B-score at 10 µM. 0.3% of 340,000 active. AID 623877;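 active = fluorescence-ratio B-score plate-corrected deviation score at least 3 library SD below zero, with starting fluorescence score within 5 deviations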;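 note: channel opened by trigger with iodide after compound preincubation; score built on the fluorescence ratio of max minus min over baseline; more negative score means more quench and so TMEM16A activation or potentiation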
HDAC3 inhib: blocks human histone deacetylase 3. AID 2718. 0.15% of 320,000 active. recombinant HDAC3, fluorogenic peptide/trypsin coupled, fluorescence. inhibition, % at 8.3 µM; in the data active = inhibition above about 26%, passing the limit was not always enough; inconclusive = no clear call, values can overlap the other calls
Target sequence (O15379 whole entry, looked up): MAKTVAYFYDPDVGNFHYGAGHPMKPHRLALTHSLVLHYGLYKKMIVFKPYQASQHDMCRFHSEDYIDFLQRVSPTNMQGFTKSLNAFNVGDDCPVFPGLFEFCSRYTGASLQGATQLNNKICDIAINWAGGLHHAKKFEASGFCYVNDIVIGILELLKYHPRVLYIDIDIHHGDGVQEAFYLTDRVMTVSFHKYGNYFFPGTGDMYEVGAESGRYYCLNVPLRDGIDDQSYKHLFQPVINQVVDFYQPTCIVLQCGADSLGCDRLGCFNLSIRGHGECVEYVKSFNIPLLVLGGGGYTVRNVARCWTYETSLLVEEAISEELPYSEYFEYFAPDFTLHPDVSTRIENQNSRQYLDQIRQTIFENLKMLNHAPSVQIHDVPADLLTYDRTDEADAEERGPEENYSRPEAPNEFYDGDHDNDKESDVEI
Numbers without * were called inactive; i = inactive; ? = inconclusive. This is a subset (hit frequency here may not be typical).

SMILES	TMEM16A act	HDAC3 inhib
Cc1ccc(S(=O)(=O)N2CCCN(C)c3nc4ccccc4nc32)cc1	i	6
Cc1ccc(C(=O)NC2CC3CCC(C2)N3C)cc1 (stereo unspecified)	i	-3
COc1cc(OC)cc(-c2c(C#Cc3ccsc3)c3cc(-c4ccccc4OC)ccc3n2C)c1	i	-34
O=Cc1ccc(Cl)c(Cl)c1	i	8
COc1cc(OC)cc(-c2cc3ccc(F)cc3cn2)c1	i	6
N#C/C(=C\c1ccccc1)C(=O)NNS(=O)(=O)c1ccc(Br)cc1	i	2
CC(C(=O)Nc1ccc(C#N)cc1)N1CCN(C(=O)C2CC2)CC1 (stereo unspecified)	i	-11
Cc1ccccc1NC(=O)Cc1nc(CN(C)CC(=O)Nc2cccc(F)c2)cs1	i	-3
COc1cc(C(C)=O)ccc1OCC(=O)Nc1ccc(Cl)c(S(=O)(=O)N2CCOCC2)c1	i	-5
CCOC(=O)c1c(C)[nH]c(C(=O)Nc2cc(OCC)c(N3CCOCC3)cc2OCC)c1C	i	6
CCCN(CC(=O)Nc1ccc(F)c(F)c1F)CC(=O)Nc1c(C)n(C)n(-c2ccccc2)c1=O	i	-11
Cc1cc(N2CCCC2)ccc1NC(=O)COc1ccc(Cl)cc1	i	1
CCOc1ccc(S(=O)(=O)N2CCC(C(=O)Nc3cc(S(C)(=O)=O)ccc3Cl)CC2)cc1	i	4
COc1ccc(-c2cc3ccccc3cn2)cc1	i	8
C[C@@H](NC(=O)c1[nH]cnc1C(=O)Nc1ccccc1)c1ccccc1	i	4
Cc1ccc(CN2CC(C(=O)NNC(=O)Cn3ccc(C(F)(F)F)n3)CC2=O)cc1 (stereo unspecified)	i	5
CCC(C)(C)C1CCC2(CC1)NC(=O)N(CC(=O)NCCc1c[nH]c3ccccc13)C2=O (stereo unspecified)	i	1
COc1ccccc1N1CCN(C(=O)C2CCCN(S(=O)(=O)c3ccc(C)cc3)C2)CC1 (stereo unspecified)	i	2
O=C(NCC(=O)N1CCN(c2ncccn2)CC1)c1ccccc1OC(F)F	i	1
O=C(Cc1ccccc1)Nc1ncnc2c1C(c1ccccc1)c1c(ccc3ccccc13)O2 (stereo unspecified)	i	-9
COc1ccc(OCC(=O)OCC(=O)NC2CC2)cc1	i	4
CCc1ccc2c(CC(=O)NNC(=O)c3ccncc3)coc2c1	i	0
CC(Sc1nnc(-c2ccccc2F)n1C1CC1)C(=O)N1CCCC1 (stereo unspecified)	i	-1
O=C(CC1SC(N2CCCCC2)=NC1=O)Nc1ccc(C(=O)NCc2ccccc2)cc1 (stereo unspecified)	i	7
Cc1cc(NC(=O)CN2C(=O)NC(C)(c3ccccc3Cl)C2=O)no1 (stereo unspecified)	i	1
Next section.
SMILES	TMEM16A act	HDAC3 inhib
CC(Oc1ccc2c(-c3ccccc3)cc(=O)oc2c1)C(=O)N1CCOCC1 (stereo unspecified)	i	3
CC1CCN(C(=O)c2ccc(S(=O)(=O)N3CCCC3)cc2)CC1	i	-2
Cc1ccc(C(=O)N2CCN(S(=O)(=O)c3ccccc3C#N)CC2)cc1S(=O)(=O)N1CCOCC1	i	-2
CCC(C(=O)OC(C)C)c1ccc2ccccc2c1 (stereo unspecified)	i	-9
O=C(COc1cccc(F)c1)NNC(=O)Cc1ccc(S(=O)(=O)N2CCOCC2)s1	i	14
COc1ccc([C@H]2CC(=O)C=C(c3ccc(C)cc3)C2)cc1OC	i	3
O=S(=O)(c1ccc(Br)s1)N1CCN(CCOc2ccccc2)CC1	i	2
COc1cccc(C(=O)OCC(=O)c2ccc(Br)s2)c1OC	i	-1
CC(C)CN(C(=O)CSc1nc(N)cc(N)n1)C1CCS(=O)(=O)C1 (stereo unspecified)	i	-7
CC1(c2ccc3ccccc3c2)NC(=O)N(CC(=O)N2CCCC(C(F)(F)F)C2)C1=O (stereo unspecified)	i	2
O=C(c1cc2ccccc2o1)N1CCN(S(=O)(=O)c2ccc(F)c(F)c2F)CC1	i	-4
O=C1C(Cc2ccccc2)Nc2ncnc(N3CCN(c4ccccc4)CC3)c2N1Cc1ccc(Br)cc1 (stereo unspecified)	i	?
COc1ccc(CN(C)CC(=O)Nc2ccccc2C(=O)NC2CC2)cc1F	i	3
COc1ccc(NC(=O)CSCC(=O)Nc2ccc(S(=O)(=O)N3CCOCC3)cc2)cc1	i	0
COc1ccc(C(=O)OCC(=O)c2c(N)n(C)c(=O)n(C)c2=O)c(OC)c1OC	i	-2
CCOc1ccc(OCCCC(=O)ON=C(N)c2ccccc2C)cc1	i	10
Cc1ccccc1N1CCN(CC(=O)Nc2ccccc2C(=O)NC2CC2)CC1	i	-5
CCc1sc(C(=O)Nc2ccc3nc(C)sc3c2)cc1C	i	-1
O=C(c1ccc(Cl)cc1)N1CCN(S(=O)(=O)/C=C/c2ccccc2)CC1	i	-1
Cc1cccc(OCCNC(=O)CCNS(=O)(=O)c2ccc3ccccc3c2)c1	i	-15
O=C(NCCCl)Nc1ccccc1NS(=O)(=O)c1cccs1	i	3
COc1ccc(-c2c(-c3ccccc3OC)oc3ccccc23)cc1F	i	3
Cc1cccc(C(=O)OCC(=O)NC2CC2)c1O	i	0
O=C1C=C(c2cccc(OCc3ccccc3)c2)C[C@@H](c2ccc3c(c2)OCO3)C1	i	9
CCC(C)[C@H]1CNCCN1CCC12CC3CC(CC(C3)C1)C2 (stereo partly specified)	i	-4
Next structures follow.
SMILES	TMEM16A act	HDAC3 inhib
O=C(CN1C(=O)NC2(CCCCCCC2)C1=O)Nc1cccc(Br)c1	i	-1
COc1ccc(-c2c(-c3cc(OC)cc(OC)c3)n(C)c3ccc(-c4ccc5cc[nH]c5c4)cc23)cc1	i	-67
Cc1cc(C)c(C(=O)CN2C(=O)C(=O)N(C3CCCC3)C2=O)cc1C	i	-4
Cc1ccc(S(=O)(=O)N2CCOCC2)cc1NC(=O)COc1ccc(C(=O)c2ccccc2)cc1	i	0
CCN(CC)C(=O)c1[nH]cnc1C(=O)NCCCCCNC(=O)OC(C)(C)C	i	0
CCCCOc1ccc(C(=O)NCC(=O)OCC(=O)c2c(N)n(C)c(=O)n(C)c2=O)cc1	i	4
CCCCn1c(N)c(N(CCOC)C(=O)CSc2nnc(-c3ccco3)n2CC)c(=O)[nH]c1=O	i	7
CC(C)CN1C(=O)C(=O)N(CC(=O)Nc2cccc(Cl)c2Cl)C1=O	i	-4
Cc1cc(=O)c(C(=O)Nc2cccc(N3CCCC3=O)c2)nn1-c1ccccc1F	-46*	8
COc1ccccc1CNC(=O)CN1C(=O)NC2(CCCCCC2)C1=O	i	-12
O=C(N/N=C/c1ccc(N2CCOCC2)cc1)c1ccncc1	i	0
C[C@H](CO)N1C[C@H](C)[C@@H](CN(C)C(=O)Nc2ccc3c(c2)OCO3)Oc2c(NS(=O)(=O)c3ccccc3)cccc2C1=O	i	5
C[C@@H]1CN([C@@H](C)CO)C(=O)c2cccc(NC(=O)C3CCCCC3)c2O[C@@H]1CN(C)Cc1ccc(Cl)c(Cl)c1	i	17
O=C(COC(=O)C1CC1)Nc1ccc(S(=O)(=O)N2CCOCC2)cc1	i	-6
c1cncc(-c2ccc3ncnc(NCc4cccs4)c3c2)c1	i	0
N#Cc1cccc(NC(=O)CCN2C(=O)C3CCCCC3C2=O)c1 (stereo unspecified)	i	6
COC(=O)c1c(-c2ccc(SC)cc2)sc2ccc(OC)cc12	i	2
C=CC[C@H](CC(=O)N[C@H](CO)Cc1ccccc1)C(=O)N[C@@H](COC(=O)[C@@H](CC=C)Cc1ccc(F)cc1)Cc1c[nH]c2ccccc12	i	-3
O=C(CCNC(=O)c1ccccc1Cl)Nc1nc2ccccc2[nH]1	i	-3
C[C@H]1COC(=O)[C@H](CC(=O)OC(C)(C)C)C/C=C\C[C@@H](CC(=O)N[C@@H](CO)Cc2ccccc2)C(=O)N1	i	-1
Cc1ccc(C(=O)OCC(=O)Nc2cccc(S(=O)(=O)N3CCCCC3)c2)o1	i	2
CC(=O)c1ccc([N+](=O)[O-])cc1	i	3
CCN(Cc1ccc(OC)c(F)c1)C(=O)/C=C/c1ccc(S(=O)(=O)N2CCOCC2)cc1	i	10
O=C(NCc1ccc(Cl)cc1)C1CCCN(C(=O)c2ccc(Cl)cc2)C1 (stereo unspecified)	i	0
O=C(COC(=O)c1ccc2ncsc2c1)NCc1cccc(Cl)c1	i	6
Continued.
SMILES	TMEM16A act	HDAC3 inhib
Cc1ccc(C(=O)N2CCN(S(=O)(=O)c3sc(C(=O)O)c(C)c3C(=O)O)CC2)s1	i	2
CC(NC(=O)c1ccco1)C(=O)OCC(=O)N1CCCCCC1 (stereo unspecified)	i	-1
Cc1ccc(S(=O)(=O)N2CCOCC2)cc1NC(=O)c1ccc(F)cc1F	i	-2
CCOC(=O)/C(C#N)=C/Nc1ccccc1NS(=O)(=O)c1ccc2c(c1)OCCO2	i	2
Cc1cccc(NS(=O)(=O)c2cccc(C(=O)N3CCCCCCC3)c2)c1	i	6
CC(C)(C)OC(=O)N1CCC(NC(=O)c2nc[nH]c2C(=O)N2CCN(c3ccccc3)CC2)CC1	i	2
Cc1cccc(Oc2ccc(S(=O)(=O)N3CCCCC3)cc2NC(=O)C2=COCCO2)c1	i	0
O=C(CNC(=O)c1cccc(Cl)c1)NCC(c1cccs1)N1CCOCC1 (stereo unspecified)	i	-8
COc1ccc(C2(C)NC(=O)N(CC(=O)NC3CC3)C2=O)cc1 (stereo unspecified)	i	-2
COc1ccc2c(CC(=O)OCC(=O)Nc3ccc(C)cc3)coc2c1	i	3
CCOc1ccc(NC(=O)CN(C)C(=O)C2CC(=O)N(Cc3ccco3)C2)cc1OCC (stereo unspecified)	i	-10
CC(=O)NCCc1ccc(C(=O)COC(=O)c2ccco2)cc1	i	-1
COc1ccc(-c2nnc(SCC(=O)NC3CC3)o2)cc1	i	2
CN(C)C(CNC(=O)c1cccc(S(=O)(=O)Nc2ccccc2Cl)c1)c1ccco1 (stereo unspecified)	i	3
Cc1ccc(N2C(=O)C3C4CCC(O4)C3C2=O)c(OC(F)F)c1 (stereo unspecified)	i	-1
CN(CC(=O)Nc1cccc(F)c1)C(=O)c1cn(-c2ccccc2)nc1-c1ccc(F)cc1	i	10
COc1cc(C(=O)N2CCN(S(=O)(=O)c3ccc(C)cc3C)CC2)ccc1OCC(=O)N1CCOCC1	i	-4
O=C(COC(=O)c1cc(=O)[nH]c2ccccc12)NCCc1ccccc1	i	-10
Cc1ccc(NC(=O)Cc2c(F)cccc2Cl)cc1S(=O)(=O)N1CCOCC1	i	-4
CC(C)CCN1CCC(Cc2ccccc2)(NC(=O)c2ccccc2)C1=O (stereo unspecified)	i	-8
CCCCN1C(=O)C(=O)N(CC(=O)c2cc(C)n(-c3cc(C)on3)c2C)C1=O	i	-3
COc1ccc(S(=O)(=O)N2CCCCC2)cc1NC(=O)Cn1cnc2ccccc2c1=O	i	0
COc1ccc(S(=O)(=O)N2CCOCC2)cc1C(=O)NC1CCCCCC1	i	-1
CCOC(=O)C1CCN(C(=O)COC(=O)C23CC4CC(CC(C4)C2)C3)CC1	i	-5
CN(c1ccc(F)cc1)S(=O)(=O)c1ccc(Cl)c(C(=O)NC2(C)CCS(=O)(=O)C2)c1 (stereo unspecified)	i	3
Next section
SMILES	TMEM16A act	HDAC3 inhib
CC(=O)Nc1ccc(NC(=O)CSc2nnc(C3CC3)n2-c2ccccc2)cc1	i	7
O=S(=O)(c1ccccc1F)N1CCN(Cc2cc3c(cc2Br)OCCO3)CC1	i	-1
CC(=O)c1ccccc1NC(=O)C1CC(=O)N(c2ccc3c(c2)OCCO3)C1 (stereo unspecified)	i	-5
N#Cc1cc([N+](=O)[O-])ccc1NC(=O)COC(=O)c1cnccn1	i	-2
Cc1nc(SCc2nc3c(F)cccc3[nH]2)c2oc3ccccc3c2n1	i	-4
COc1ccc(OC)c(NC(=O)COC(=O)c2n[nH]c3ccccc23)c1	i	-10
c1ccc(CNc2ccc(N3CCOCC3)cc2)cc1	i	3
CCCCNc1c(-c2ccc(SC3CCCCC3)c(OC)c2)nc2ccc(C)cn12	i	-10
O=C(Nc1ccc(Cl)c(S(=O)(=O)N2CCOCC2)c1)C1CCC1	i	-2

A different layout for part of the listing above:
SMILES | TMEM16A act | HDAC3 inhib
CC(=O)Nc1ccc(NC(=O)CSc2nnc(C3CC3)n2-c2ccccc2)cc1 | i | 7
c1ccc(CNc2ccc(N3CCOCC3)cc2)cc1 | i | 3

Of the compounds above, twelve have an NH in an aromatic ring.
SMILES	TMEM16A act	HDAC3 inhib
CCOC(=O)c1c(C)[nH]c(C(=O)Nc2cc(OCC)c(N3CCOCC3)cc2OCC)c1C	i	6
C[C@@H](NC(=O)c1[nH]cnc1C(=O)Nc1ccccc1)c1ccccc1	i	4
CCC(C)(C)C1CCC2(CC1)NC(=O)N(CC(=O)NCCc1c[nH]c3ccccc13)C2=O (stereo unspecified)	i	1
COc1ccc(-c2c(-c3cc(OC)cc(OC)c3)n(C)c3ccc(-c4ccc5cc[nH]c5c4)cc23)cc1	i	-67
CCN(CC)C(=O)c1[nH]cnc1C(=O)NCCCCCNC(=O)OC(C)(C)C	i	0
CCCCn1c(N)c(N(CCOC)C(=O)CSc2nnc(-c3ccco3)n2CC)c(=O)[nH]c1=O	i	7
C=CC[C@H](CC(=O)N[C@H](CO)Cc1ccccc1)C(=O)N[C@@H](COC(=O)[C@@H](CC=C)Cc1ccc(F)cc1)Cc1c[nH]c2ccccc12	i	-3
O=C(CCNC(=O)c1ccccc1Cl)Nc1nc2ccccc2[nH]1	i	-3
CC(C)(C)OC(=O)N1CCC(NC(=O)c2nc[nH]c2C(=O)N2CCN(c3ccccc3)CC2)CC1	i	2
O=C(COC(=O)c1cc(=O)[nH]c2ccccc12)NCCc1ccccc1	i	-10
Cc1nc(SCc2nc3c(F)cccc3[nH]2)c2oc3ccccc3c2n1	i	-4
COc1ccc(OC)c(NC(=O)COC(=O)c2n[nH]c3ccccc23)c1	i	-10

Screens as filed in PubChem BioAssay.
